Assay outcomes from PubChem.
DUSP1 inh = MKP-1 phosphatase inhibitors, primary screen, biochemical, in vitro. Dual specificity protein phosphatase 1 (Homo sapiens), P28562. actives 0.15% (n = 65,000). inhibition, %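 (compounds tested at a single concentration somewhere between 10 and 100 µM)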. recombinant MKP-1, OMFP hydrolysis fluorescence. AID 374, 2006;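 active means inhibition above about 50%, limit read from the data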;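 further: 0% = DMSO max control wells and 100% = wells with enzyme stopped by NaOH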
Target sequence (P28562 whole entry, looked up): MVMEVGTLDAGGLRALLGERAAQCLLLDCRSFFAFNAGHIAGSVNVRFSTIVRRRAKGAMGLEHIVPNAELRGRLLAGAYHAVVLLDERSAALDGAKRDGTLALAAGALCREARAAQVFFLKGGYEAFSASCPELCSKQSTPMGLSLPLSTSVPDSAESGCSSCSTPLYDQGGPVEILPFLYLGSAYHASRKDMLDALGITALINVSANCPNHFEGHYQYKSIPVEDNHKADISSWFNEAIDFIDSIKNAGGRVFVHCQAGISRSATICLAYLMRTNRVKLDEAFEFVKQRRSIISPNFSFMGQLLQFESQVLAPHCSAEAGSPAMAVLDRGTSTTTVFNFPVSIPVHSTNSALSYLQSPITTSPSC
TNAP act DEA = human TNAP enzyme activators, primary screen, biochemical, luminescent, intermediate phosphate acceptor level | Alkaline phosphatase, tissue-nonspecific isozyme (Homo sapiens), P05186 | purified TNAP, CDP-star luminescence, 100 mM DEA, 30 min; hits give high values; scale: 0 levamisole-inhibited, 1 vehicle-only enzyme | activation factor at 20 µM | 64,000 tested, under 10 active;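 active means activation factor of at least 2 at 20 µM, relative to controls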
MMP13 inh = human MMP13 inhibitors, primary screen, biochemical, FRET peptide cleavage; MMP-13 fTHP FRET cleavage, Mca fluorescence; inhibition, % at 4 µM; Collagenase 3 (Homo sapiens), P45452; actives 0.07% (n = 65,000);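 active means inhibition above the mean of compound-free control plate wells plus 3 SD, cut at about 14% in these data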;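 further: 0% = DMSO wells and 100% = wells with reference MMP-13 inhibitor after basal subtraction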
Jurkat tox 60K = cytotoxicity toward Jurkat T cells, primary screen, cytotoxicity control, cell-based, Jurkat E6.1, 60K MLSMR library | Jurkat E6.1 viability, ATP luminescence, 48 h | actives 1.2% (n = 56,000) | inhibition, % at 4 µM;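 active means inhibition above the mean inhibition of all tested compounds plus 3 SD, cut at about 28% in these data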
ROCK2 blocker = inhibitors of human ROCK2 kinase, primary screen, biochemical, high-throughput, luminescence | actives 0.35% (n = 60,000) | purified ROCK2, Kinase-Glo ATP depletion luminescence | inhibition, % at 6 µM;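 active means inhibition above the screen-wide mean inhibition plus 3 SD, cut at about 18% in these data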;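 further: plate controls were DMSO wells for no effect and Y-27632 control wells after no-enzyme background subtraction for full effect; many of its hits are not listed in these tables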
HEK293 NFkB inh = inhibitors of PMA/ionomycin-induced NF-kB reporter, primary screen, antigen receptor NF-kB inhibitor project, cell-based, HEK-293 luciferase reporter, luminescence. HEK-293 NF-kB luciferase reporter. actives 0.21% (n = 62,000). AID 465, 2006. inhibition, % at 3 µM;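 active means inhibition above the mean of all tested compounds plus 3 SD, cut at about 40% in these data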;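 further: 0% = stimulated DMSO wells and 100% = 10 µM reference inhibitor 5653914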
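Timing: 1 h pretreatment, 16 h stimulation, 37 °C; system: HEK-293 cells with stable firefly luciferase reporter driven by four HIV NF-kB elements; doses: 3 µM once, 0.30% DMSO; measured by: luciferase luminescence; control set: DMSO and 10 µM reference inhibitor; repeats: single test; reagent: PMA plus ionomycin mix as NF-kB-activating stimulus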
JNK3 blocker = JNK3 kinase activity inhibitors, primary screen, biochemical, human, purified enzyme; actives 0.61% (n = 60,000); Mitogen-activated protein kinase 10 (Homo sapiens), P53779; inhibition, % at 8 µM; HTS; in the data active means inhibition above about 17%;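 further: 0% = DMSO and 100% = reference inhibitor; many of its hits are not listed in these tables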
PKA inh = inhibitors of human PKA kinase activity, primary screen, biochemical, ATP-depletion luminescence, Kemptide substrate. cAMP-dependent protein kinase catalytic subunit alpha (Homo sapiens), P17612. PKA Kemptide phosphorylation, Kinase-Glo ATP luminescence. inhibition, % at 6 µM. actives 0.1% (n = 65,000);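 active means inhibition above the screen-wide mean inhibition plus 3 SD, cut at about 21% in these data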; further: many of its hits are not listed in these tables
Cdc25B block = inhibitors of Cdc25B phosphatase catalytic domain, primary screen, biochemical, OMFP fluorescence | M-phase inducer phosphatase 2 (Homo sapiens), P30305 | recombinant Cdc25B, OMFP fluorescence Ex485/Em525 | inhibition, %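 (compounds tested at 10 µM final in the well)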 | actives 0.1% (n = 65,000) | AID 368, 2006; in the data active means inhibition above about 50%
Starred values were filed as active, the others as inactive; x = not tested or not shown. Not all compounds are listed. The share of hits here may be higher or lower than overall.

#1 CCCCCCCCCCCCCCCC(O)C(N)CO (stereo not given)
#2 CCN(CCCCOC(=O)c1ccc(OC)c(OC)c1)C(C)Cc1ccc(OC)cc1 (stereo not given)
#3 COc1ccc(C(=O)c2ccccc2)c(O)c1
#4 CCCC(=O)O[C@]1(C(=O)CCl)[C@@H](C)C[C@H]2[C@@H]3CCC4=CC(=O)C=C[C@]4(C)[C@@]3(F)C(=O)C[C@@]21C
#5 CCCOc1ccc2nc(NC(=O)OC)[nH]c2c1
#6 N=c1nc(N2CCCCC2)cc(N)n1O
#7 COc1cc(C2Oc3cc(C4Oc5cc(O)cc(O)c5C(=O)C4O)ccc3OC2CO)ccc1O (stereo not given)
#8 CC(C)(C)NCC(O)COc1cccc2c1C[C@H](O)[C@H](O)C2 (stereo not given in full)
#9 CCCCN(CCCC)CCCOC(=O)c1ccc(N)cc1
#10 CC1(C)O[C@@H]2C[C@H]3[C@@H]4C[C@H](F)C5=CC(=O)C=C[C@]5(C)[C@@]4(F)[C@@H](O)C[C@]3(C)[C@]2(C(=O)CO)O1
#11 CCCC(=O)O[C@]1(C(=O)COC(C)=O)CC[C@H]2[C@@H]3C[C@H](F)C4=CC(=O)C=C[C@]4(C)[C@@]3(F)[C@@H](O)C[C@@]21C

screen / no.	1	2	3	4	5	6	7	8	9	10	11
DUSP1 inh	-32	-40	-9	-7	-10	-10	-17	-16	-7	-9	14
TNAP act DEA	1	0.9	1	0.9	0.9	0.9	0.9	0.9	0.9	1	0.8
MMP13 inh	-4	3	-4	-5	0	3	-4	-8	-1	8	0
Jurkat tox 60K	x	x	4	x	x	x	x	x	x	x	x
ROCK2 blocker	9	1	8	-15	5	4	9	3	6	-4	1
HEK293 NFkB inh	x	x	4	x	x	x	x	x	x	x	x
JNK3 blocker	4	-9	1	-2	1	-1	2	-3	6	8	6
PKA inh	-1	-7	-4	-13	-5	5	2	-2	-4	-9	-1
Cdc25B block	-4	-20	1	3	-25	-15	3	100*	-7	1	-18

Structural class: the entries above containing an aryl methoxy group.
#2 CCN(CCCCOC(=O)c1ccc(OC)c(OC)c1)C(C)Cc1ccc(OC)cc1 (stereo not given)
#3 COc1ccc(C(=O)c2ccccc2)c(O)c1
#7 COc1cc(C2Oc3cc(C4Oc5cc(O)cc(O)c5C(=O)C4O)ccc3OC2CO)ccc1O (stereo not given)

screen / no.	2	3	7
DUSP1 inh	-40	-9	-17
TNAP act DEA	0.9	1	0.9
MMP13 inh	3	-4	-4
Jurkat tox 60K	x	4	x
ROCK2 blocker	1	8	9
HEK293 NFkB inh	x	4	x
JNK3 blocker	-9	1	2
PKA inh	-7	-4	2
Cdc25B block	-20	1	3

Values by screen from the list.
Compounds 2–11 in PKA inh: -7, -4, -13, -5, 5, 2, -2, -4, -9, -1
Compounds 2–11 in ROCK2 blocker: 1, 8, -15, 5, 4, 9, 3, 6, -4, 1
Compounds 2–11 in MMP13 inh: 3, -4, -5, 0, 3, -4, -8, -1, 8, 0

Structures from the list above that have fluorine:
#4 CCCC(=O)O[C@]1(C(=O)CCl)[C@@H](C)C[C@H]2[C@@H]3CCC4=CC(=O)C=C[C@]4(C)[C@@]3(F)C(=O)C[C@@]21C
#10 CC1(C)O[C@@H]2C[C@H]3[C@@H]4C[C@H](F)C5=CC(=O)C=C[C@]5(C)[C@@]4(F)[C@@H](O)C[C@]3(C)[C@]2(C(=O)CO)O1
#11 CCCC(=O)O[C@]1(C(=O)COC(C)=O)CC[C@H]2[C@@H]3C[C@H](F)C4=CC(=O)C=C[C@]4(C)[C@@]3(F)[C@@H](O)C[C@@]21C

screen / no.	4	10	11
DUSP1 inh	-7	-9	14
TNAP act DEA	0.9	1	0.8
MMP13 inh	-5	8	0
Jurkat tox 60K	x	x	x
ROCK2 blocker	-15	-4	1
HEK293 NFkB inh	x	x	x
JNK3 blocker	-2	8	6
PKA inh	-13	-9	-1
Cdc25B block	3	1	-18
